Source: PubChem
LMP1 NFkB inh – inhibitors of Epstein-Barr LMP1-induced NF-kappaB reporter | LMP1-induced NF-kappaB luciferase reporter cells, luminescence | inhibition, % at 12.5 µM | 350,000 compounds, 0.69% hits | AID 504558; in the data active = inhibition above about 41%;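 note: 0% = neutral control wells and 100% = reference inhibitor control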
SRC3 inh – inhibits human SRC3 coactivator; inhibition, % at 3.6 µM; Q9Y6Q9; 360,000 compounds, 0.17% hits; HEK293 GAL4-SRC3 luciferase reporter, luminescence;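 active = inhibition above a per-campaign cutoff, the mean of all compounds plus 3 SD, cut at about 60% in these data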;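 note: 0% = DMSO-treated cells and 100% = gossypol-treated cells at 36 µM; higher means less SRC3-driven luciferase light from the GAL4 reporter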
NOD2 RIPK2 PPI – blocks binding of human NOD2 to RIPK2; O43353; CHO BLA complementation NOD2-RIPK2, CCF4 ratio; inhibition, % at 4.98 µM; 360,000 compounds, 0.38% hits; AID 624267; in the data active = inhibition above about 21%;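 note: 0% = vehicle only and 100% = reference blocker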
TWEAK-Fn14 inh – inhibitors of TWEAK-Fn14 interaction signaling; inhibition, % at 10 µM; AID 1159606; 360,000 compounds, 2% hits; TWEAK-stimulated Fn14 reporter cells, luciferase luminescence, 8 h; in the data active = inhibition above about 50%
TLR9-MyD88 block – blocks human TLR9 binding to MyD88; Q9NR96+Q99836; CHO BLA complementation TLR9-MyD88, CCF4 FRET ratio; inhibition, % at 4.98 µM; 340,000 compounds, 0.21% hits; AID 504734;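 active = inhibition above the mean over all tested compounds plus 3 SD, cut at about 21% in these data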;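 note: 0% = DMSO only wells and 100% = clavulanate BLA inhibitor control wells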
SRC1 inh – inhibitors of human steroid receptor coactivator 1 (SRC1); HEK293 GAL4-SRC1 luciferase reporter, luminescence; inhibition, % at 3.6 µM; 360,000 compounds, 0.12% hits;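 active = inhibition above the campaign mean plus 3 SD, with each screening campaign given its own cutoff, cut at about 60% in these data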;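 note: 0% = DMSO treated cells and 100% = gossypol at 36 µM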
Target sequence (Q15788 whole entry, looked up, the tested form may be a part): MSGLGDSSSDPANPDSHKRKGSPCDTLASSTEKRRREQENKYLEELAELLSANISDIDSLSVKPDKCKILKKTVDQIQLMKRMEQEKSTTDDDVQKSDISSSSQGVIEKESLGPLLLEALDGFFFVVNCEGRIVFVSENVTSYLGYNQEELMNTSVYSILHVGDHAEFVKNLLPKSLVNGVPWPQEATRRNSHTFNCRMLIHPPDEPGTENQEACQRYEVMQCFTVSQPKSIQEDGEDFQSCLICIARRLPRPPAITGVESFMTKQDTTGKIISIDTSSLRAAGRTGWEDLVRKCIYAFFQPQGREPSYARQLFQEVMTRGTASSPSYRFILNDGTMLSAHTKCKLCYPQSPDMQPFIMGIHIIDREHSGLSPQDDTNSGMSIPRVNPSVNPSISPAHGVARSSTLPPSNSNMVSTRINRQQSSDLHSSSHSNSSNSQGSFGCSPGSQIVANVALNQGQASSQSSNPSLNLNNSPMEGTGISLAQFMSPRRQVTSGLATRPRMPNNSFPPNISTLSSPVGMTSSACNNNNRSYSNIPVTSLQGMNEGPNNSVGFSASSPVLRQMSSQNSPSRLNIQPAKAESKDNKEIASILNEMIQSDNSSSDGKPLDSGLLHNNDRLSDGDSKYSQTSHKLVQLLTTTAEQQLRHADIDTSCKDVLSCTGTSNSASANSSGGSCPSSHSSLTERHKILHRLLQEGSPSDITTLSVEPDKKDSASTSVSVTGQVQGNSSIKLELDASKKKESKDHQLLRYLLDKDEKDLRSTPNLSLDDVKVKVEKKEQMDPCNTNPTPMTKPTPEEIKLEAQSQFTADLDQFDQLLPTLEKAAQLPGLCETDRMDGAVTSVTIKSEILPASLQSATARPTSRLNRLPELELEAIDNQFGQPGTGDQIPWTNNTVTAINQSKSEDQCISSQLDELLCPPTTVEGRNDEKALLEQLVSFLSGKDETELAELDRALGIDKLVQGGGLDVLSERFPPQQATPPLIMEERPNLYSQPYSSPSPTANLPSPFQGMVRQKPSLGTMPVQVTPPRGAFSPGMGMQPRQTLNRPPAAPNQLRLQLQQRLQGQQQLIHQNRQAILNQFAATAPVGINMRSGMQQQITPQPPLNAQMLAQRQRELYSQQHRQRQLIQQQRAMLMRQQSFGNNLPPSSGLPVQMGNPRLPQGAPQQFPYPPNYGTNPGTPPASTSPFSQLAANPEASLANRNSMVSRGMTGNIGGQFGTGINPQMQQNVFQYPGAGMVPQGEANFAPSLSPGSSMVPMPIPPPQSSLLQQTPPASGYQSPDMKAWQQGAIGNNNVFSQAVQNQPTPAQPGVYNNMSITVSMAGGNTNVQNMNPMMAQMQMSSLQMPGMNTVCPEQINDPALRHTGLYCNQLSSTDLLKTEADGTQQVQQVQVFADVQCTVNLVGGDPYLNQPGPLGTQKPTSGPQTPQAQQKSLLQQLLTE
NR2F2 inh – blocks human COUP-TFII nuclear receptor; P24468; HEK293T NGFI-A luciferase reporter, luminescence; inhibition, % at 8.6 µM; 370,000 compounds, 0.7% hits; AID 686940;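 active = inhibition above a per-plate cutoff, mean inhibition of test wells between control levels plus 3 SD, cut at about 38% in these data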;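 note: cells cotransfected with COUP-TFII expression vector driving the NGFI-A reporter; 0% = median of COUP-TF2 test wells and 100% = reporter-only cells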
SRC2 inh – human SRC2 (NCOA2) inhibition; Q15596; HEK293 GAL4-SRC2 luciferase reporter, luminescence; inhibition, % at 9 µM; 370,000 compounds, 0.17% hits;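 active = inhibition above the mean inhibition of all tested compounds plus 3 SD, set per campaign, cut at about 52% in these data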;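 note: 0% = DMSO treated cells and 100% = cells given Gossypol at 36 µM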
NR5A2 inv ag – inverse agonists of human LRH-1 (NR5A2). O00482. HEK293T StAR-luciferase reporter, LRH-1 transfected, 24 h. inhibition, % at 3.6 µM. 360,000 compounds, 0.13% hits. AID 602396;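 active = inhibition above the mean inhibition of all tested compounds plus 3 SD, cut at about 73% in these data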;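 note: 0% = DMSO wells and 100% = reporter-only cells lacking LRH-1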
TRAIL sens C8 – sensitizes caspase-8 expressing cells to TRAIL; 360,000 compounds, 1% hits; AID 624354; inhibition (viability loss, TRAIL sensitization), % at 10 µM; NB7+C8 cells + TRAIL, ATPlite viability luminescence;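 active = compounds causing at least 50% loss of cell viability in the single-dose screen, relative to plate controls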
TROY NFkB inh – inhibitors of TROY-dependent NF-kB signaling. inhibition, % at 10 µM. AID 1347056. 360,000 compounds, 0.98% hits. Q293 LMP1-TROYcd NF-kB luciferase reporter, 4 h;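 active = compounds whose plate-normalised and pattern-corrected inhibition of the luciferase reporter signal at the single screening dose is 50% or more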
The depositor's hits bear a star; / = no result given. Some of the compounds tested (hit frequency here may not be typical).

SMILES	LMP1 NFkB inh	SRC3 inh	NOD2 RIPK2 PPI	TWEAK-Fn14 inh	TLR9-MyD88 block	SRC1 inh	NR2F2 inh	SRC2 inh	NR5A2 inv ag	TRAIL sens C8	TROY NFkB inh
Cc1ccc(S(=O)(=O)N2CCC(C(=O)OC(C)C(=O)N3CCOCC3)CC2)cc1 (configuration not stated)	5	16	-10	4	1	-12	2	8	-7	8	-5
C=CCN(CC=C)Cc1nc(N)nc(Nc2ccccc2C)n1	3	2	-8	4	-7	-10	-10	15	-16	3	6
COc1ccc(-c2ccc(CN3C(C)C(=O)N(Cc4cn(CCC5OCCO5)nn4)CCS3(=O)=O)cc2)cn1 (configuration not stated)	-2	0	0	-11	5	-7	10	-4	-6	15	-6
CC(=O)NC(=S)Nc1ccc(N2CCOCC2)c(S(=O)(=O)Nc2cc(Cl)ccc2Cl)c1	11	7	-5	9	-2	-1	-2	7	15	0	14
O=C(N=C1SC2CS(=O)(=O)CC2N1c1ccccc1Cl)C1CCCO1 (configuration not stated)	-1	-28	-9	-4	-1	3	18	-13	-10	1	9
Cc1ccccc1-n1c(=O)cc(N2CCc3ccccc32)[nH]c1=O	5	-10	-10	5	9	7	-15	3	23	5	-11
O=C(CN1C(=O)NC2(CCCCC2)C1=O)Nc1ccc(N2CCOCC2)cc1	-3	11	-2	16	1	0	8	1	14	-4	-12
CC(=O)Nc1cccc(C(=O)N/N=C/c2ccc(C)o2)c1	-20	-4	-8	-26	-9	-31	-4	-10	0	-6	-19
CCCNC(=O)C1(C)CCCN(Cc2ccc(C(F)(F)F)cc2)C1 (configuration not stated)	/	6	7	-8	/	-6	10	-11	-3	-4	10
CCn1cc(C(=O)N2CCN(c3ccccn3)CC2)c(=O)c2cc(S(=O)(=O)N(C)C3CCCCC3)ccc21	0	11	1	10	0	8	25	17	10	-1	8
Cc1ccccc1C(=O)Nc1ccccc1C(=O)NCc1ccccc1	1	12	4	37	-4	-14	20	8	-2	11	-29
Cc1[nH]c2ccccc2c1C(=O)C(=O)NCc1nnnn1-c1cccc(F)c1	-1	-3	0	3	8	1	10	-11	-4	-4	1
S=c1nc[nH]c2c1ncn2-c1ccc(Cl)cc1	-3	-9	-8	6	7	-17	-2	-49	-26	8	-26
COCCN(CC(=O)NC1CCCCC1)C(=O)c1csnn1	2	3	-2	3	-8	-4	2	-5	-1	-4	0
O=C(Nc1ccc(Cl)cc1)N1CCOC12CCCCC2	4	-9	-3	38	3	0	7	-26	-1	-3	-32
O=C(NNS(=O)(=O)c1ccc(C(=O)NC2CCCC2)cc1)c1ccncc1	-10	-1	-5	-3	1	15	1	-31	-2	-4	-21
Cn1nnc2cc(NC(=O)Nc3cccc(C(F)(F)F)c3)ccc21	0	-15	-2	1	4	5	24	-6	4	29	-9
COc1c(F)c(F)c(C(=O)Nc2ccc(NC(=O)Cc3ccccc3)cc2)c(F)c1F	-38	15	3	-26	4	3	1	-4	-3	9	-2
Cc1occc1C(=O)NNC(=O)C1CCCC1	-4	5	-12	-3	5	-1	21	-10	18	16	0
Cc1oc(-c2ccc(Cl)cc2)nc1CN1CCC(C(=O)NCc2cccs2)CC1	-3	-4	1	-1	6	-11	-2	-8	5	10	-13
Cc1ccc(-c2ccc(S(=O)(=O)NCC3CCCO3)cc2)cc1 (configuration not stated)	2	-14	-5	34	8	2	7	-8	-3	8	24
N/C(Cc1ccc(Cl)cc1)=N\OC(=O)c1ccccc1	-4	-2	9	-89	-6	-18	-11	-10	11	48	-33
OC1CCCN(Cc2cccc3ccccc23)C1 (configuration not stated)	-3	-4	-2	10	-5	1	-2	-9	-3	-7	5
O=C(NNC(=O)C1CCN(S(=O)(=O)c2cccc(Cl)c2)CC1)C1CC1	-1	4	2	8	-1	-7	-5	-11	13	-31	6
Cc1nc2ccccn2c1C(=O)NNC(=O)Nc1ccccc1	6	-3	-7	6	-3	-3	0	-5	4	-12	-5
COc1ccc(CN(C(=O)Cc2cccs2)C(C(=O)NC2CCCC2)c2ccncc2)cc1 (configuration not stated)	-3	-16	-9	9	-2	10	3	3	-8	-4	-12
CCn1nc(NC(=O)c2ccccc2)c2cc3cccc(C)c3nc21	-3	8	12	5	-1	18	6	-3	0	-1	1
O=S(=O)(Nc1cc(S(=O)(=O)N2CCOCC2)ccc1N1CCOCC1)c1ccc2c(c1)OCCO2	-5	5	4	0	2	-4	4	-10	-6	-6	-35
CCCCOc1ccc(C(=O)NCC(=O)OCC(=O)c2c(N)n(C)c(=O)n(C)c2=O)cc1	0	-5	-3	-1	-6	-12	8	-18	14	-18	-2
O=C(Cn1nnc2ccccc21)Nc1ccccc1[N+](=O)[O-]	5	17	0	26	-7	9	-1	-2	11	0	-6

14 compounds from above, ordered by SMILES length, highest first:
SMILES	LMP1 NFkB inh	SRC3 inh	NOD2 RIPK2 PPI	TWEAK-Fn14 inh	TLR9-MyD88 block	SRC1 inh	NR2F2 inh	SRC2 inh	NR5A2 inv ag	TRAIL sens C8	TROY NFkB inh
COc1ccc(-c2ccc(CN3C(C)C(=O)N(Cc4cn(CCC5OCCO5)nn4)CCS3(=O)=O)cc2)cn1 (configuration not stated)	-2	0	0	-11	5	-7	10	-4	-6	15	-6
O=S(=O)(Nc1cc(S(=O)(=O)N2CCOCC2)ccc1N1CCOCC1)c1ccc2c(c1)OCCO2	-5	5	4	0	2	-4	4	-10	-6	-6	-35
CCCCOc1ccc(C(=O)NCC(=O)OCC(=O)c2c(N)n(C)c(=O)n(C)c2=O)cc1	0	-5	-3	-1	-6	-12	8	-18	14	-18	-2
COc1c(F)c(F)c(C(=O)Nc2ccc(NC(=O)Cc3ccccc3)cc2)c(F)c1F	-38	15	3	-26	4	3	1	-4	-3	9	-2
Cc1[nH]c2ccccc2c1C(=O)C(=O)NCc1nnnn1-c1cccc(F)c1	-1	-3	0	3	8	1	10	-11	-4	-4	1
O=C(NNS(=O)(=O)c1ccc(C(=O)NC2CCCC2)cc1)c1ccncc1	-10	-1	-5	-3	1	15	1	-31	-2	-4	-21
Cn1nnc2cc(NC(=O)Nc3cccc(C(F)(F)F)c3)ccc21	0	-15	-2	1	4	5	24	-6	4	29	-9
Cc1ccc(-c2ccc(S(=O)(=O)NCC3CCCO3)cc2)cc1 (configuration not stated)	2	-14	-5	34	8	2	7	-8	-3	8	24
CC(=O)Nc1cccc(C(=O)N/N=C/c2ccc(C)o2)c1	-20	-4	-8	-26	-9	-31	-4	-10	0	-6	-19
Cc1nc2ccccn2c1C(=O)NNC(=O)Nc1ccccc1	6	-3	-7	6	-3	-3	0	-5	4	-12	-5
COCCN(CC(=O)NC1CCCCC1)C(=O)c1csnn1	2	3	-2	3	-8	-4	2	-5	-1	-4	0
O=C(Nc1ccc(Cl)cc1)N1CCOC12CCCCC2	4	-9	-3	38	3	0	7	-26	-1	-3	-32
S=c1nc[nH]c2c1ncn2-c1ccc(Cl)cc1	-3	-9	-8	6	7	-17	-2	-49	-26	8	-26
Cc1occc1C(=O)NNC(=O)C1CCCC1	-4	5	-12	-3	5	-1	21	-10	18	16	0

Next section
SMILES	LMP1 NFkB inh	SRC3 inh	NOD2 RIPK2 PPI	TWEAK-Fn14 inh	TLR9-MyD88 block	SRC1 inh	NR2F2 inh	SRC2 inh	NR5A2 inv ag	TRAIL sens C8	TROY NFkB inh
CCOC(=O)N1CCC(NC(=O)C2CCCN(C(=O)c3cc4sccc4n3C)C2)CC1 (configuration not stated)	5	-16	5	10	2	3	6	-10	9	10	8
CCN1CCN(c2nc(C)c3c(n2)CC(C)CC3=O)CC1 (configuration not stated)	-8	14	-8	11	0	0	8	-13	-12	0	-5
N#Cc1cc([N+](=O)[O-])ccc1NCCc1ccccn1	4	2	-12	-10	-4	-6	-17	-10	3	7	-5
CCCCn1c(N)c(N(CCOC)C(=O)CSc2nnc(C)n2-c2ccc(OC)cc2)c(=O)[nH]c1=O	-5	1	-13	9	-6	-13	23	12	-22	-6	12
O=C(NCc1ccccc1Cl)C1CCN(S(=O)(=O)N2CCOCC2)CC1	-9	-2	-1	1	13	0	-4	6	5	1	-13
Brc1ccc(-c2nc(-c3ccncc3)no2)cc1	-8	-45	5	6	5	-41	-2	-47	-12	2	-63
O=C(CN1C(=O)COc2ccccc21)NCCCN1CCN(Cc2ccccc2)CC1	0	6	-13	-24	2	4	8	-10	-21	16	7
CCOC(=O)CC1=C(C(=O)OCC)C(c2cccnc2)C(C#N)=C(N)O1 (configuration not stated)	1	15	-5	11	2	-13	-2	-30	14	-2	11
CC(Cc1ccccc1)NC(=O)CCNNC(=O)c1ccncc1 (configuration not stated)	3	-7	-6	-12	11	-2	-11	2	-16	-7	6
COc1ccc(N(CC(=O)N2CCN(Cc3ccccc3)CC2)S(C)(=O)=O)c(OC)c1	-8	1	-1	4	-5	-30	5	-41	0	-7	-9
COc1ccc2c(CC(=O)NCCN3C(=O)S/C(=C\c4cccnc4)C3=O)coc2c1	1	-1	2	7	0	-7	25	-6	8	-9	3
Cc1cc2nc(C3CCCCC3)c(Cc3ccccc3)n2c(C)c1Br	/	20	-10	-10	/	10	2	7	14	12	-2
COc1nc(OCCNC(=O)Nc2ccccc2)nc(N(C)C)n1	8	-3	0	-7	-4	1	-4	-10	-11	-3	-15
CCN(Cc1ccccc1)C(=O)CCc1nc(CN2CCN(C(=O)c3ccc([N+](=O)[O-])cc3)CC2)no1	1	13	-1	-8	-28	-3	20	-12	19	7	-9
O=C(CN1CCN(Cc2ccccc2Cl)C1=O)NCCCN1CCOCC1	7	3	2	7	-9	-9	8	-8	3	-5	22
CCCN1CCCc2cc(CN)ccc21	-1	11	4	22	-7	15	14	-19	42	9	1
CCCCn1c(N)c(N(CCOC)C(=O)CSc2nnc(-c3ccco3)n2CC)c(=O)[nH]c1=O	-2	-6	-8	9	-3	3	-11	7	12	-14	0
COc1ccc(NC(=O)C2CCCO2)cc1 (configuration not stated)	-11	-11	-4	3	-8	-2	3	-25	-16	13	-20
CC(O)[C@@H](NC(=O)C1CCC(CNC(=O)[C@H](Cc2ccccc2)NC(=O)OC(C)(C)C)CC1)C(=O)O (some centres not stated)	/	-17	3	0	-3	-12	-19	-22	-7	4	19
CCCN(CCC)Cc1cc(=O)oc2ccc3ccccc3c12	/	3	-7	19	/	14	-2	-10	-1	7	10
CCC(C(N)=NCCc1ccc(OC)c(OC)c1)c1ccccc1 (configuration not stated)	-13	-11	0	7	-8	-13	-6	-27	9	6	-2

3 compounds already listed, ordered by the number in SRC1 inh, falling.
compound | SRC1 inh
COc1ccc(CN(C(=O)Cc2cccs2)C(C(=O)NC2CCCC2)c2ccncc2)cc1 (configuration not stated) | 10
O=C(Nc1ccc(Cl)cc1)N1CCOC12CCCCC2 | 0
Brc1ccc(-c2nc(-c3ccncc3)no2)cc1 | -41
